Lipid droplet: inhibitors of hepatocyte lipid droplet formation, primary screen, imaging, high-throughput imaging, BODIPY stain. AML12 mouse hepatocytes, oleate lipid droplets. inhibition, % at 6.5 µM. 0.4% of 240,000 active;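 active = lipid droplet intensity inhibited by at least 50%, with more than 500 cells counted; inconclusive = wells with under 300 cells, treated as cytotoxic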
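Test system: AML12 hepatocytes (mouse); reagent: oleate loading, 100 µM; dosing: one dose, 6.5 µM compound; incubation: overnight exposure; signal: fluorescence imaging, 20x objective, two fields per well; read-out basis: % inhibition of corrected integrated BODIPY droplet signal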
T cell modulator: modulators of CD8 T cell-vesicle binding, primary screen, mouse 2C CD8+ T cells, flow cytometry. 2C CD8+ T cell-vesicle binding; active compounds read low. calls only at 7 µM. 0.068% of 330,000 active. AID 2052, 2009;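 active = response, share of CD8 T cells binding vesicles, and their 90th percentile fluorescence all below set limits, cut at about 80% in these data, passing the limit was not always enough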
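Benchmarks: naked versus QL9-loaded vesicles / Assay system: purified 2C TCR transgenic mouse naive CD8+ T cells / Technique: high-throughput flow cytometry with anti-B7-1 and anti-CD8 staining / Timing: Cell–vesicle co-incubation 1.5 h at 37 °C, staining 20 min on ice / Read-out: percent CD8+ FL2 mean versus row control / Probe or stimulus: QL9-loaded Drosophila micro-vesicles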
Autophagy HCS: autophagy modulators in MEF cells, primary screen, imaging, high-content, MEF GFP-LC3 | MEF GFP-LC3 puncta imaging; test concentration mostly 10 µM | calls only at 10 µM (by protocol) | 0.98% of 190,000 active;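 active = percentage of spot-positive cells more than 3 SD above its plate mean, without a fluorescence outlier flag or 80% toxicity; inconclusive = no clear call, values can overlap the other calls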;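 note: spot-positive cell cutoff set from DMSO-treated cells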
Insulin prom up: insulin promoter activators in MIN6 cells, imaging, high-content screening, mouse beta cells; MIN6 insulin promoter-GFP reporter; active compounds read high; z-score at 5 µM; 0.3% of 190,000 active;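 active = z-score above 3 at 5 µM with at least 500 cells counted in the well; inconclusive = wells under 500 cells, flagged as cytotoxic or low count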
Myeloid diff 2: induction of myeloid progenitor differentiation, primary screen, cell-based, flow cytometry, MLPCN library; ER-HoxA9 myeloid progenitors, lysozyme-GFP differentiation; calls only at 10 µM; 1% of 360,000 active;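 active = normalized GFP-positive differentiation at or above the plate's own cutoff, the solvent-only control mean plus 3 SD; inconclusive = no clear call, values can overlap the other calls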;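 note: cells exposed to compound for four days before flow analysis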
b-catenin transl: modulators of beta-catenin nuclear translocation, primary screen, imaging, HeLa cells, immunofluorescence, high-content; nuclear translocation activity, % at 5 µM; 0.3% of 190,000 active; AID 1665, 2009;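 active = nuclear translocation activity above 50% at 5 µM, with a well cell count of 50 or more; inconclusive = wells under 50 cells across six images, flagged as toxic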;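 note: per-cell ratio of nuclear to cytoplasmic median beta-catenin stain intensity; plate controls were DMSO negative control for no effect and GSK-3 inhibitor IX positive control for full effect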
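Assay system: human HeLa cells, native beta-catenin; doses: 5 µM primary, 0.02–20 µM confirmation; incubation: compound treatment 24 h, 37°C, 5% CO2; technique: fluorescence imaging of beta-catenin antibody stain plus DAPI; measure: % activation, nuclear-to-cytoplasmic median beta-catenin signal ratio per cell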
MT stabilize HCS: microtubule stabilizers in HeLa cells, primary screen, imaging, high-content imaging; HeLa tubulin immunostaining HCS, 24 h; share of cells brighter than vehicle mean+2SD; % tubulin-high responders, % at 10 µM; 0.83% of 200,000 active; AID 2205, 2009;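 active = plate Z-score above 3 for both tubulin-high and condensed-nucleus cell shares, with cell loss under 80%, at 10 µM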;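 note: anti alpha tubulin signal scored within the nucleus-defined area of each cell; some results filed as inactive read as strong as hits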
WT yeast gro inh: growth inhibition of WT strain, primary screen, mitochondrial fusion inhibitor project, WT and mutant strains, chemical genetic; inhibition, % at 10 µM; 2.1% of 190,000 active; mitochondrial fusion phenotypic screen; AID 1362, 2008; in the data active = inhibition above about 58%; tested in S. cerevisiae
West Nile antiviral: West Nile virus antiviral activity, cell-based, CPE readout (AID 1621). CPE inhibition, % at 10 µM; hits with a dose series show IC50 in µM. 0.02% of 290,000 active. West Nile virus-infected cells, CPE inhibition; higher % means a stronger effect; in the data active = a potency from the dose series; inconclusive = CPE inhibition mostly from about 3.7% at the one dose, without a potency; inactive = the rest, 99 in 100 with CPE inhibition below about 2.2%; note: strong numbers were not always called active
WT yeast gro inh mutant strain: recorded beside WT yeast gro inh, whose call it bears; inhibition, %; mitochondrial fusion phenotypic screen, mutant strain inhibition
Insulin prom up cell count: also measured in Insulin prom up; calls as there; cell count; measured here: cytotoxicity, nuclei count;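 total cells summed across four imaged fields per well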
Lipid droplet cells 6.5 µM: further read-out of Lipid droplet, marked with its call; cell count; measured here: cell count, cytotoxicity flag;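 cells counted across two imaged fields per well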
b-catenin transl cell count 5 µM: further read-out of b-catenin transl, marked with its call; cell count; measured here: cell count, cytotoxicity flag
T cell modulator vesicle-bound %: recorded beside T cell modulator, whose call it bears; double positive events, %; measured here: CD8+ vesicle-bound cell fraction;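 binding gate set so that unloaded-vesicle control wells show 10% double positive cells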
MT stabilize HCS Hoechst-high %: further read-out of MT stabilize HCS, marked with its call; % Hoechst-high responders; measured here: nuclear condensation Hoechst responders;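 share of cells brighter than vehicle mean plus two SD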
MT stabilize HCS cytotoxicity %: second read-out of MT stabilize HCS, no call of its own (marks repeat the call); toxicity, %; measured here: cytotoxicity by cell density;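 0% = mean cell density of plate MIN control wells and 100% = no cells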
Autophagy HCS cell loss 18 h: also measured in Autophagy HCS; calls as there; toxicity, %; measured here: cell loss, nuclei count;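 cell loss after 18 h compound exposure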
Myeloid diff 2 GFP+ MAC1+ %: also measured in Myeloid diff 2; calls as there; GFP+ MAC1+ double positive, %; measured here: differentiation confirmed by MAC1 staining
An asterisk follows results filed as active; i = inactive; u = inconclusive; x = no result given. Some of the compounds tested; count on the stated rates, not on these rows.

Sample of the layout:
#	SMILES	West Nile antiviral	Myeloid diff 2 GFP+ MAC1+ %	WT yeast gro inh mutant strain	b-catenin transl	MT stabilize HCS Hoechst-high %	Myeloid diff 2	Autophagy HCS cell loss 18 h	Autophagy HCS	b-catenin transl cell count 5 µM	T cell modulator vesicle-bound %	MT stabilize HCS	Insulin prom up cell count	Insulin prom up	WT yeast gro inh	MT stabilize HCS cytotoxicity %	T cell modulator	Lipid droplet	Lipid droplet cells 6.5 µM
1	CC(=O)Nc1ccc(OCCF)cc1	u	0.1	8	-0.1	1.7	i	13	i	1081	61	1.8	1291	0.24	9	1.7	i	16	671
2	O=C1CN=C(c2ccccc2)c2c(sc3c2CCCC3)N1	0.3%	1.8	x	x	x	i	x	x	x	22	x	x	x	x	x	i	-4	715
3	Cc1cccc(-n2c(C)nc3ccccc3c2=O)n1	0.3%	0.4	4	4.1	1.2	i	-8	i	921	47	2.9	1076	0.07	-19	2.8	i	18	770
4	COc1ccc(CN2CCN(c3ccccc3)CC2)c(C)c1C	-0.2%	2.7	14	x	2.0	i	-13	i	x	29	2.5	965	-0.01	17	13	i	x	x

Main list (from the top)
#	SMILES	West Nile antiviral	Myeloid diff 2 GFP+ MAC1+ %	WT yeast gro inh mutant strain	b-catenin transl	MT stabilize HCS Hoechst-high %	Myeloid diff 2	Autophagy HCS cell loss 18 h	Autophagy HCS	b-catenin transl cell count 5 µM	T cell modulator vesicle-bound %	MT stabilize HCS	Insulin prom up cell count	Insulin prom up	WT yeast gro inh	MT stabilize HCS cytotoxicity %	T cell modulator	Lipid droplet	Lipid droplet cells 6.5 µM
1	CC(=O)Nc1ccc(OCCF)cc1	u	0.1	8	-0.1	1.7	i	13	i	1081	61	1.8	1291	0.24	9	1.7	i	16	671
2	O=C1CN=C(c2ccccc2)c2c(sc3c2CCCC3)N1	0.3%	1.8	x	x	x	i	x	x	x	22	x	x	x	x	x	i	-4	715
3	Cc1cccc(-n2c(C)nc3ccccc3c2=O)n1	0.3%	0.4	4	4.1	1.2	i	-8	i	921	47	2.9	1076	0.07	-19	2.8	i	18	770
4	COc1ccc(CN2CCN(c3ccccc3)CC2)c(C)c1C	-0.2%	2.7	14	x	2.0	i	-13	i	x	29	2.5	965	-0.01	17	13	i	x	x
5	Cc1cccc(-n2c(O)c(/C=N/N3CCOCC3)c(=O)[nH]c2=S)c1	1.0%	0.3	-2	-2.5	2.3	i	-9	i	1106	39	1.0	1384	-0.21	0	8.2	i	8	663
6	Cc1nn(Cc2ccccc2)c(C)c1C(=O)NC1CCCc2ccccc21 (configuration not stated)	-1.5%	3.9	-13	-0.6	4.1	i	14	i	1039	43	3.1	1477	0.8	11	6.9	i	-11	633
7	CCN(CC)C(=O)c1ccc2c(c1)C1C=CCC1C(C(=O)O)N2 (configuration not stated)	-0.4%	0.8	x	x	x	i	x	x	x	44	x	x	x	x	x	i	-1	832
8	CCCCSP1(=S)NCCCO1 (configuration not stated)	0.0%	0.8	1	-1.0	1.6	i	0	i	1176	25	4.2	1151	0.34	1	6.5	i	x	x
9	NP(=O)(OCC(F)(F)F)Oc1cccc2ccccc12 (configuration not stated)	0.5%	0.6	7	1.2	2.0	i	7	i	933	58	3.5	x	x	9	2.9	i	-4	720
10	O=C(CCNC(=O)N1C[C@H]2C[C@@H](C1)c1cccc(=O)n1C2)Nc1cccc(Cl)c1	0.0%	2.6	x	x	x	i	x	x	x	33	x	x	x	x	x	i	7	818
11	O=c1c2ccccc2nc(/C=C/c2ccccc2)n1-c1ccccc1O	1.0%	0.7	x	x	x	i	x	x	x	21	x	x	x	x	x	i	10	849
12	Cc1ccc2[nH]c(C)c(CCNCc3cccnc3)c2c1	-0.2%	4.8	x	x	x	i	x	x	x	30	x	x	x	x	x	i	-1	735
13	CN1CCN2c3ccc(N)cc3CC3(C(=O)NC(=O)NC3=O)C2C1 (configuration not stated)	0.0%	0.3	x	0.2	x	i	x	x	1253	x	x	x	x	x	x	x	8	733
14	OCC#CC[N+]1(CC#Cc2ccccc2)CCOCC1	0.6%	0.4	0	0.5	1.9	i	0	i	1085	4	3.9	1188	1.2	11	1.4	i	-7	771
15	CCC1=Nc2cc(C(=O)N3CCC4(CC3)OCCO4)ccc2Sc2ccc(C)cc21	0.0%	1.3	x	x	x	i	x	x	x	38	x	x	x	x	x	i	2	691

Arranged by heavy-atom count (descending): some entries from above.
#	SMILES	West Nile antiviral	Myeloid diff 2 GFP+ MAC1+ %	WT yeast gro inh mutant strain	b-catenin transl	MT stabilize HCS Hoechst-high %	Myeloid diff 2	Autophagy HCS cell loss 18 h	Autophagy HCS	b-catenin transl cell count 5 µM	T cell modulator vesicle-bound %	MT stabilize HCS	Insulin prom up cell count	Insulin prom up	WT yeast gro inh	MT stabilize HCS cytotoxicity %	T cell modulator	Lipid droplet	Lipid droplet cells 6.5 µM
15	CCC1=Nc2cc(C(=O)N3CCC4(CC3)OCCO4)ccc2Sc2ccc(C)cc21	0.0%	1.3	x	x	x	i	x	x	x	38	x	x	x	x	x	i	2	691
11	O=c1c2ccccc2nc(/C=C/c2ccccc2)n1-c1ccccc1O	1.0%	0.7	x	x	x	i	x	x	x	21	x	x	x	x	x	i	10	849
5	Cc1cccc(-n2c(O)c(/C=N/N3CCOCC3)c(=O)[nH]c2=S)c1	1.0%	0.3	-2	-2.5	2.3	i	-9	i	1106	39	1.0	1384	-0.21	0	8.2	i	8	663

Further records follow:
#	SMILES	West Nile antiviral	Myeloid diff 2 GFP+ MAC1+ %	WT yeast gro inh mutant strain	b-catenin transl	MT stabilize HCS Hoechst-high %	Myeloid diff 2	Autophagy HCS cell loss 18 h	Autophagy HCS	b-catenin transl cell count 5 µM	T cell modulator vesicle-bound %	MT stabilize HCS	Insulin prom up cell count	Insulin prom up	WT yeast gro inh	MT stabilize HCS cytotoxicity %	T cell modulator	Lipid droplet	Lipid droplet cells 6.5 µM
16	O=[N+]([O-])c1ccc(-c2ccccc2)c([As](=O)(O)O)c1	-0.9%	x	x	2.8	x	x	x	x	964	46	x	932	-0.39	x	x	i	-4	642
17	NC(=S)N/N=C/c1coc2ccccc2c1=O	0.2%	0.4	13	0.1	2.1	i	10	i	1037	57	6.1	1374	0.05	13	6.1	i	16	686
18	CCOC(=O)c1c(N)n(Cc2ccco2)c2nc3ccccc3nc12	0.1%	1.1	0	-5.0	1.6	i	-14	i	1097	44	1.3	1285	-0.07	1	12	i	x	x
19	Cc1ccccc1OP(N)(=O)Oc1ccccc1C	0.2%	0.4	-3	-0.1	2.1	i	22	i	1104	29	4.6	1302	-0.14	5	7.0	i	-28	686
20	CCOc1ccccc1-n1c(O)c(C=NCCCn2ccnc2)c(=O)[nH]c1=O	0.3%	0.5	x	-0.6	x	i	x	x	1334	35	x	1089	1.1	x	x	i	-77	713
